Screens (PubChem)
RGS12 GoLoco inh: qHTS Assay for Inhibitors of RGS12 GoLoco Motif Activity (Red Fluorophore). 230,000 compounds, 0.44% hits. Potency, µM (series often up to 61.6 µM), for the others: top-dose activity, negative = inhibition, hits mostly inhibitors. Gai1:RGS12 GoLoco peptide FP, rhodamine, 10 min. Guanine nucleotide-binding protein G(i) subunit alpha-1 (Homo sapiens), P63096; active = well fitted inhibition curve with a large enough effect, not every such curve was filed as active; inactive = no such curve, though single readings can be large or run the other way; note: nearly all actives have a fitted effect of over 30% in size; many of its hits are not listed in these tables
Target sequence (P63096 whole entry, looked up): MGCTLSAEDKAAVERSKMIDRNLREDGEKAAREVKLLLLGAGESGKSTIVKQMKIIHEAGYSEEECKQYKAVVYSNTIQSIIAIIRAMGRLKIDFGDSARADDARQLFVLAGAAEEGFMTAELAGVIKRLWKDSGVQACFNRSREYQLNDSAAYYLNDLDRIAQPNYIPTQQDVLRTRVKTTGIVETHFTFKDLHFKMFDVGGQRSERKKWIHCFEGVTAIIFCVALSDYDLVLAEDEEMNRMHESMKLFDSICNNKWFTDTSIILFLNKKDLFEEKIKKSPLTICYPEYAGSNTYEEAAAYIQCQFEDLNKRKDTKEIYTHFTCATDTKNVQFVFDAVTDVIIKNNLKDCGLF
L3MBTL1 inh: qHTS Assay for the Inhibitors of L3MBTL1. Lethal(3)malignant brain tumor-like protein 1 (Homo sapiens), Q9Y468. 230,000 compounds, 0.66% hits. AlphaScreen L3MBTL1–H3K9me1 peptide binding. AID 485360, 2010. Potency, µM (doses to about 57.1 µM), inactives show top-dose activity, negative = inhibition, actives largely listed as inhibitors; note: nearly all actives have a fitted effect of over 60% in size
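L3MBTL1 (50 nM) pre-complexed 30 min with biotinylated H3(1-15)K9me1 peptide (75 nM), then compounds added for 30 min at room temperature; AlphaScreen streptavidin donor/nickel chelate acceptor beads (10 ug/mL final) read after 30 min dark incubation.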
RECQ1 helicase: qHTS Assay for Inhibitors of RecQ-Like Dna Helicase 1 (RECQ1). ATP-dependent DNA helicase Q1 (Homo sapiens), P46063. Potency, µM (top dose mostly 57.3 µM), inactives show top-dose activity, negative = inhibition, most hits filed as inhibitors. RECQ1 DNA unwinding, red fluorescence kinetic read. 240,000 compounds, 0.54% hits;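 note: plate controls were vehicle for no effect and no enzyme for full effect; nearly all actives have a fitted effect of over 30% in size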
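50 nM RECQ1T1 preincubated 15 min with compound in Tris pH 8.0 buffer with MgCl2, DTT, Tween-20 and 2.5 ug/ml poly(dI-dC); started with 200 nM TAMRA/BHQ-2 forked duplex and 2 mM ATP. Unwinding read as fluorescence (525/598 nm), two reads 2 h apart.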
TR SRC2 fluor cs: Total Fluorescence Counterscreen for Inhibitors of the Interaction of Thyroid Hormone Receptor and Steroid Receptor Coregulator 2 | TRb/SRC2 Texas Red total fluorescence interference | Potency, µM (titrated, usually from 106 µM), without a hit: top-dose fluorescence change, negative = quenching | 280,000 compounds, 0.29% hits | AID 1479, 2009; active = well fitted curve in either direction with a large enough effect; inconclusive = small, poorly fitted or top-dose-only effect
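Human TRβ ligand-binding domain (0.6 uM) and Texas Red SRC2 peptide (20 nM) in Tris buffer with 1 uM T3 and 5% DMSO were incubated with pinned compound for 5 hr at ambient temperature. Total fluorescence was computed as S + 2P (555/632 nm).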
aGlu spleen mod: qHTS Assay for Inhibitors and Activators of Human alpha-Glucosidase From Spleen Homogenate; AID 2112, 2009; Lysosomal alpha-glucosidase (Homo sapiens), P10253; 240,000 compounds, 0.006% hits; Potency, µM (highest dose often 79.9 µM), for the others: at the highest dose activity change, negative = inhibition, actives largely listed as inhibitors; human spleen homogenate, 4-MU-alpha-glucoside fluorescence;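 note: 0% = enzyme with vehicle and -100% = no enzyme basal signal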
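Human spleen homogenate (1 ug) with 4-methylumbelliferyl-alpha-D-glucopyranoside (1 mM final) in 50 mM citrate/phosphate pH 5.0, 0.01% Tween-20; 40 min at 37 C. Stopped at pH 10; 4-MU fluorescence Ex 365/Em 440 nm; AC50 by Hill fit.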
TRb-SRC2 inh: qHTS for Inhibitors of the Interaction of Thyroid Hormone Receptor and Steroid Receptor Coregulator 2; AID 1469, 2008; Potency, µM (titrated, usually from 106 µM), for the others: at the top dose activity change, negative = inhibition, actives largely listed as inhibitors; TRbeta-SRC2 peptide binding, fluorescence polarization; receptor liganded with 1 µM T3; 280,000 compounds, 0.065% hits; Thyroid hormone receptor beta (Homo sapiens), P10828;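 note: plate controls were bound peptide for no effect and peptide without receptor for full effect; nearly all actives have a fitted effect of over 50% in size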
Target sequence (P10828 whole entry, looked up): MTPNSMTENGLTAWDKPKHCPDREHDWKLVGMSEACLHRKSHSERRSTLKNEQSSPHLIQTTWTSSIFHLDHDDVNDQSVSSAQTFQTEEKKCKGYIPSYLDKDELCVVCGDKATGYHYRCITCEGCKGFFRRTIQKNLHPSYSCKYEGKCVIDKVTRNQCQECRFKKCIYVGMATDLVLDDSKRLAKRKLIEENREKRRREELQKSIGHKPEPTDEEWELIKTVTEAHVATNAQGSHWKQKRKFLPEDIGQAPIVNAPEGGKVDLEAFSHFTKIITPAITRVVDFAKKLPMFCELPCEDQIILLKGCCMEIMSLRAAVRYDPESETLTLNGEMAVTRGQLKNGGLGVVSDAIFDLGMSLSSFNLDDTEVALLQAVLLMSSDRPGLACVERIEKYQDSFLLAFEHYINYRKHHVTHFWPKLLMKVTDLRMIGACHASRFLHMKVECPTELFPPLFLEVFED
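Binding of a 20-amino-acid Texas Red SRC2 peptide (20 nM) to TRb ligand-binding domain (0.6 uM) with agonist T3 at 1 uM was followed by fluorescence polarization after a 5 hr room-temperature incubation.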
GAA glycogen: qHTS Assay for Inhibitors and Activators of Human alpha-Glucosidase Cleavage of Glycogen; recombinant GAA, glycogen substrate, Amplex Red glucose oxidase fluorescence; Lysosomal alpha-glucosidase (Homo sapiens), P10253; 300,000 compounds, 0.38% hits; AID 2100, 2009; Potency, µM (titrated, usually from 76.4 µM), for inactives: top-dose activity change, negative = inhibition, usual class: inhibitors;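 note: 0% = full enzyme reaction and -100% = no-enzyme basal signal; the screen sought inhibitors and activators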
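Natural-substrate format: glycogen cleavage by 4 nM human enzyme, glucose read by Amplex Red coupling (Ex 573, Em 610 nm). Normalized to enzyme and no-enzyme controls.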
GAA inhib: qHTS Assay for Inhibitors of Human alpha-Glucosidase as a Potential Chaperone Treatment of Pompe Disease | Lysosomal alpha-glucosidase (Homo sapiens), P10253 | purified human GAA, 4-MU-alpha-glucoside fluorescence | Potency, µM (top dose mostly 76.9 µM), inactives show top-dose activity change, negative = inhibition, hits mostly inhibitors | 200,000 compounds, 0.005% hits;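 note: plate controls were uninhibited enzyme wells for no effect and no-enzyme background for full effect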
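Human alpha-glucosidase, 4 nM, pre-mixed with test compounds before 400 uM 4-methylumbelliferyl substrate; 20 min room temperature at pH 5.0. Fluorescence read after pH 10 stop; AC50 values from Hill-equation fits.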
Starred values were filed as active, the others as inactive; i = inactive; ? = inconclusive; . = no result given; & = joins results of further samples; [ ] = remark or other dose. Unless noted, calls come from the whole dose curve; as a rule, active = well fitted curve in the direction sought with a large enough effect; inconclusive = small, poorly fitted or top-dose-only effect, or another doubt; inactive = no such curve, though single readings can be large; an effect the other way counts as inactive or inconclusive. Unless noted, % is set by controls: 0 for no effect and ±100 for the full control effect; potency is the fitted concentration of half-maximal effect. A portion of the library, so the mix of outcomes need not match the whole.

SMILES	RGS12 GoLoco inh	L3MBTL1 inh	RECQ1 helicase	TR SRC2 fluor cs	aGlu spleen mod	TRb-SRC2 inh	GAA glycogen	GAA inhib
CCOC(=O)N1CCN(C(=O)CSc2ccc(-c3ccc(OC)c(OC)c3)nn2)CC1	8%	5%	0%	0%	.	-6%	3%	-13%
Cc1ccc(NC(=S)N2CCN(Cc3ccccc3)CC2)cc1	0%	.	-3%	0%	1%	-5%	0%	0%
O=C(CSCc1ccc(Cl)cc1)N1CCOCC1	1%	10%	-2%	0%	3%	1%	0%	1%
CCn1c(CNc2ccccc2Cl)nnc1SCCN1CCCCC1	9%	4%	-2%	-3%	9%	-1%	1%	?
O=C(COC(=O)C1CCC1)Nc1ccccc1Sc1ccccc1	-7%	37%[activator]	-8%	4%	-6%	-2%	7%	-6%
COc1ccc(CCNC(=O)c2cnn3ccccc23)c(OC)c1OC	8%	8%	-7%	-2%	-1%	3%	-1%	3%
CCOc1ccccc1C(=O)NCC(=O)O	-11%	13%	-7%	-2%	-1%	1%	0%	1%
c1ccc(-c2cc(-c3nnc4n3N=C(c3ccc5ccccc5c3)CS4)[nH]n2)cc1	9%	-7%	-6%	-3%	2%	3%	3%	-4%
Cc1ccc(S(=O)(=O)N2CCN(c3ncnc4c3cnn4-c3ccccc3)CC2)cc1	20%	-1%	i	0%	-1%	2%	6%	-13%
O=C(O)Cn1cc(C(=O)c2ccco2)c2ccccc21	4%	7%	-14%	-8%	-15%	-3%	-2%	-7%
Cc1cc([N+](=O)[O-])cc2c1-c1ncccc1C2=Nc1ccccc1	1%	-2%	-5%	-3%	-22%	-5%	0%	-6%
Cc1c(NC2=CC(=O)CC(C)(C)C2)c(=O)n(-c2ccccc2)n1C	-5%	.	7%	-1%	3%	6%	7%	-6%
CCOC(=O)c1cnn(-c2ccccc2)c1-n1cccc1	-2%	.	i	-5%	7%	-2%	5%	-4%
COc1cccc(CNCCSc2nnnn2C)c1OC	-4%	.	-2%	1%	-1%	-11%	6%	-8%
Cc1cc(C)n2nc(C(=O)OCC(=O)c3cc(C)n(CC4CCCO4)c3C)nc2n1 (centres undefined)	6%	-5%	7%	-2%	0%	2%	1%	-2%
COc1ccc(N(CC(=O)Nc2ccc(S(=O)(=O)N3CCOCC3)cc2)S(=O)(=O)c2ccccc2)cc1	5%	.	i	0%	0%	2%	-9%	-12%
S=C(Nc1ccc(Cl)cc1)NC1CCCCC1	-4%	-5%	8%	0%	-2%	-1%	-2%	-1%[15.4 µM]
CC(C)(C)N(Cc1ccccc1)C(=O)COC(=O)Cn1cnc2ccccc2c1=O	5%	-4%	-10%	1%	4%	-8%	3%	-2%
COc1cc(N(C(=O)Cc2cccs2)C(C(=O)NC2CCCCC2)c2cccc(OC)c2OC)ccc1-n1cnnn1 (centres undefined)	-7%	-5%	-3%	-1%	-2%	5%	-3%	0%
O=C1[C@@H]2Cc3c([nH]c4ccccc34)[C@@H](c3ccccc3)N2C(=O)[C@@H]2Cc3c([nH]c4ccccc34)[C@@H](c3ccccc3)N12	10%	-4%	6%	-2%	-5%	-5%	6%	5%
CC(=O)c1cccc(NC(=O)CN(C2CCCCC2)S(C)(=O)=O)c1	6%	31%[activator][11.4 µM]	-1%	-2%	-3%	6%	-3%	3%
Cc1cc(C)nc(SCc2nnc(SCC(=O)Nc3ccc(Cl)c(C(F)(F)F)c3)o2)n1	44%[activator]	.	i	1%	6%	0%	-2%	9%
CCCCCC1CCC(c2n[nH]c(=S)n2C)CC1 (centres undefined)	3%	23%[11.4 µM]	i	-6%	-1%	-4%	-19%	2%
Cc1ccc(Sc2ncccc2C(=O)O)cc1	-11%	4%	0%	0%[53 µM]	4%	1%[53 µM]	1%	?
CC(C)c1nnc(NC(=O)CSc2ccccc2)s1	19%	.	-7%	-3%	0%	-3%	0%	-13%
O=C(Nc1ccc(Cl)cc1)N(CCCN1CCOCC1)Cc1cccs1	3%	.	-1%	1%	6%	-7%	1%	-2%
CCCCC(=O)Nc1ccc2c(c1)nc1n2CCOC1	9%	8%	-7%	0%	7%	-1%	1%	-6%
O=C(O)C1CCCN1c1ncccn1 (centres undefined)	-3%	.	-2%	-1%	-4%	-2%	5%	-3%
CCOC(=O)C1CCN(CC(=O)N(CC(C)C)c2c(N)n(CC(C)C)c(=O)[nH]c2=O)CC1	18%	-21%	-1%	4%	.	-1%	4%	-4%
NS(=O)(=O)c1ccc(NS(=O)(=O)/C=C/c2ccccc2)cc1	.	-2%	-1%	-2%	2%	-2%	-5%	-1%
COc1cccc(CC2(CO)CCCN(Cc3sc(N4CCCC4)nc3Cl)C2)c1 (centres undefined)	-59%	-5%	-8%	-3%	-1%	-10%	1%	3%
COc1cc(/C=C/C(=O)OCC(=O)N2CCC(Cc3ccccc3)CC2)ccc1O	1%	-13%	-4%	-1%[53 µM]	-3%	-3%[53 µM]	?	-17%
O=C(NC(NC(=S)Nc1ccc(Cl)cc1)C(Cl)(Cl)Cl)c1ccco1 (centres undefined)	-1%	-3%	-6%	-3%	1%	-5%	-6%	-2%
CCC(CC)C(=O)N1CCCC(c2nc(-c3cccs3)no2)C1 (centres undefined)	5%	.	-4%	1%	-7%	7%	1%	3%
O=C(CS(=O)(=O)c1cn(Cc2cccc(F)c2)c2ccccc12)N1CCOCC1	-10%	-9%	-12%	1%	-7%	10%	0%	-1%
CCOC(=O)N1CCN(C(=O)c2cccn3c(=O)c4c5c(sc4nc23)CCCC5)CC1	8%	.	-4%	-6%	-3%	0%	4%	2%
O=C(COC(=O)CNC(=O)c1cccc([N+](=O)[O-])c1)Nc1ccccc1OC(F)F	-11%	-10%	3%	-1%	3%	-1%	-7%	1%
CCN(C(=O)CN1CCN(c2ccccc2O)CC1)c1c(N)n(Cc2ccccc2)c(=O)[nH]c1=O	-3%	.	19%	-2%	2%	-5%	9.9µM*	-6%
CCO[C@H]1OC(C(=O)NC2CC2)=C[C@@H](c2ccccc2)[C@@H]1CCCO	4%	.	i	0%	2%	3%	-3%	.
C=CCn1c(-c2ccc(F)cc2)n[nH]c1=S	4%	.	-11%	1%	3%	-2%	-6%	-3%
O=C(Cc1nnc(NC(=O)Nc2ccc(F)cc2)s1)Nc1ccccc1	-13%	3%	i	-1%	1%	-2%	19%	10%
Cc1cccc(N2C(=O)C(CC(=O)Nc3cccc(F)c3)N(CCc3ccncc3)C2=O)c1 (centres undefined)	17%	.	-3%	2%&1%	7%	0%&-6%	3%	1%
CCN(CC)C(=O)c1[nH]cnc1C(=O)N[C@@H](CC(C)C)C(=O)OC(C)(C)C	-7%	4%	-1%	-2%	4%	4%	6%	.
NS(=O)(=O)c1cccnc1Nc1cccc(Cl)c1	2%	.	-14%	0%	1%	9%	-2%	4%
Cc1cccc(-n2nnc(C(=O)NCc3ccco3)c2N)c1	16%	-1%	4%	2%	-6%	1%	-4%	-12%
COc1ccc2cc(C(c3nnnn3CCc3ccccc3)N3CCC(O)CC3)c(=O)[nH]c2c1 (centres undefined)	-47%	-1%	-14%	27%	-4%	4%	?	5%
Cc1c(C(=O)/C=C/N(C)C)nnn1-c1ccc(F)c(Cl)c1	4%	-5%	-10%	2%	-2%	0%	-1%	.
CC(C)C[C@H](NC(=O)CCn1nnc2ccccc2c1=O)C(=O)O	5%	4%	-3%	-8%	-1%	5%	5%	.
CN1CCN(NC(=O)CN2C(=O)S/C(=C\c3c(Cl)cccc3Cl)C2=O)CC1	-12%	-17%	13%	1%	3%	3%	5%	?
O=[N+]([O-])c1cccc(-c2cc3cccc[n+]3cc2-c2cccc([N+](=O)[O-])c2)c1	1%	2%	-1%	1%	4%	4%	8%	-7%
O=C(CSc1nc2ccccc2c(=O)[nH]1)c1cccs1	2%	6%	i	-5%	4%	-2%	-5%	3%
COc1ccc(-n2c(=O)c3c4c(sc3n(CC(=O)NCC3CCCO3)c2=O)CCCC4)c(OC)c1 (centres undefined)	0%	.	-4%	-1%	6%	6%	0%	-12%
CCC(C)CCCCC(=O)NC(CCN)C(=O)NC(C(=O)NC(CCN)C(=O)NC1CCNC(=O)C(C(C)O)NC(=O)C(CCN)NC(=O)C(CCN)NC(=O)C(CC(C)C)NC(=O)C(Cc2ccccc2)NC(=O)C(CCN)NC1=O)C(C)O (centres undefined)	9%	.	5µM*	3%	-5%	-4%	.	.
